PP5 inh: inhibitors of human protein phosphatase 5 (PP5) | purified PP5c, OMFP substrate fluorescence | P53041 | inhibition, % at 6.7 µM | 320,000 tested, 0.18% active;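 active = inhibition above the campaign's mean inhibition across all tested compounds plus 3 SD, cut at about 9.5% in these data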;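 also: 0% = DMSO only and 100% = 100 µM cantharidin control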
EBNA-1 inhibitor: blocks EBNA-1 binding to DNA; EBNA-1 DNA binding, fluorescence polarization; inhibition, % at 14.8 µM; 300,000 tested, 0.34% active; AID 1950; in the data active = inhibition above about 28%
Efflux pump inh: inhibitors of Candida antifungal efflux pumps expressed in yeast | S. cerevisiae Candida pump triplex, Nile Red efflux | inhibition, % at 10 µM | 330,000 tested, 0.44% active;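 active = plate passing quality check with inhibition over a set limit, or well fluorescence over plate mean plus 4 SD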;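 also: Nile Red retained in pooled yeast measured as flow cytometry median fluorescence; 0% = buffer negative control and 100% = Enniatin B positive control; higher means more Nile Red kept so more efflux inhibition; some compounds called inactive have numbers as strong as hits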
TPT1 inh: inhibitors of Candida albicans tRNA 2'-phosphotransferase TPT1. recombinant caTPT1, FP RNA substrate dephosphorylation. inhibition, % at 5 µM. 300,000 tested, 0.81% active. AID 1962;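 active = inhibition above the mean of all tested compounds plus 3 SD, set per screening campaign, cut at about 24% in these data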;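 also: plate controls were DMSO alone for no effect and ferristatin control at 100 nM for full effect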
PREPL inhibitor: inhibitors of human prolyl oligopeptidase-like enzyme PREPL | Q4J6C6 | recombinant PREPL, fluorescence polarization activity-based probe | inhibition, % at 5.96 µM | 320,000 tested, 0.68% active; in the data active = inhibition above about 43%;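 also: 0% = enzyme with DMSO and 100% = wells lacking enzyme; many of its hits are not listed in these tables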
Target sequence (Q4J6C6 whole entry, looked up): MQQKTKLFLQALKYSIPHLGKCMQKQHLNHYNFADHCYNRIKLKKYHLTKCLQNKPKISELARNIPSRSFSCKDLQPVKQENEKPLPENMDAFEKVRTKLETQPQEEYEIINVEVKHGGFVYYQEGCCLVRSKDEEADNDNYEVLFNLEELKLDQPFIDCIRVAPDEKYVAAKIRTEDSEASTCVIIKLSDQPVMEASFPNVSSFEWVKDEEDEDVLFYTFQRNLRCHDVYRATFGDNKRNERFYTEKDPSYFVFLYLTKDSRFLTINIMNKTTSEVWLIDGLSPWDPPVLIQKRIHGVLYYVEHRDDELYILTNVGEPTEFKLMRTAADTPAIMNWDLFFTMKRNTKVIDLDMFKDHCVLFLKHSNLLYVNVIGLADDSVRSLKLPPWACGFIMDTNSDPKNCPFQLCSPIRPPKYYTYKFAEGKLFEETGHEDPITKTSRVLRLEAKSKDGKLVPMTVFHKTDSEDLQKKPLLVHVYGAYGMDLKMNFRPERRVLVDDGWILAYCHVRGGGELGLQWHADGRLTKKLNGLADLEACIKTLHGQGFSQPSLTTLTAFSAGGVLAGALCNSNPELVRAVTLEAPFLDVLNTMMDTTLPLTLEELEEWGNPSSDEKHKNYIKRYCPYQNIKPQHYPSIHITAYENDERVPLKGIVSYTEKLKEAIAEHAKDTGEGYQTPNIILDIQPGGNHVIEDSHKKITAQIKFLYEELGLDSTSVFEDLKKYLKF
PP1 counter: counter-screen for PP5 inhibitors: inhibitors of human PP1-alpha; 320,000 tested, 0.9% active; inhibition, % at 6.7 µM; AID 2235; P62136; purified PP1alpha, OMFP fluorescence;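 active = inhibition above the mean inhibition of all tested compounds plus 3 SD, computed separately for each screening campaign, cut at about 15% in these data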
Target sequence (P62136 whole entry, looked up): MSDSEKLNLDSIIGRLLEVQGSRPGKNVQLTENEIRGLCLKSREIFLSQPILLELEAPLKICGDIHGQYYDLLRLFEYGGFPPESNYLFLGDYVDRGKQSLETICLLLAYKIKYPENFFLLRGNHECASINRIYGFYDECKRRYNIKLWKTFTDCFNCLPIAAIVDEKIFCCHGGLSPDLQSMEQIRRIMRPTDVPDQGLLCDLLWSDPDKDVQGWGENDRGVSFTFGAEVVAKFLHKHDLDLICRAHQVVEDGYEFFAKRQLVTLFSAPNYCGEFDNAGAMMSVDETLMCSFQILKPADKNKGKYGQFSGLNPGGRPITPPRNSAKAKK
ZTA counter: ZTA (EBV) inhibition in EBNA-1 counter-screen; AID 2234; P03206; ZTA-DNA binding, fluorescence polarization; inhibition, % at 11 µM; 320,000 tested, 0.15% active; in the data active = inhibition above about 33%
CTSL1 counter: cathepsin L1 inhibition, PFM18AAP counter-screen; inhibition, % at 5.96 µM; recombinant F. hepatica cathepsin L1, Z-Leu-Arg-MCA fluorescence; 300,000 tested, 0.49% active;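 active = inhibition above the mean of all tested compounds plus 3 SD, set per screening campaign, cut at about 17% in these data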;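 also: 0% = plate median of test compound wells and 100% = 1 µM Z-Phe-Ala-diazomethylketone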
HCV core dimer: blocks dimerization of HCV core protein; TR-FRET GST/Flag-core106 dimerization, 1536-well; inhibition, % at 5 µM; 300,000 tested, 0.33% active;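 active = inhibition above the mean of all tested compounds plus 3 SD, set per screening campaign, cut at about 45% in these data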
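Assay system – GST-tagged and Flag-tagged HCV core protein residues 1-106 · Quantity – core106 proteins, GST 13.5 nM and Flag 17 nM · Benchmarks – unlabelled core106 and no-GST-core106 wells · Read-out basis – percent inhibition of core106 dimerization signal · Detection – time-resolved FRET, ex 340 nm, em 617 and 671 nm · Schedule – 4 h at 22.5 °C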
* marks the source's active call; other numbers are inactive results; nt = no result given; & = joins results of further samples. Some of the compounds tested (hit frequency here may not be typical).

SMILES	PP5 inh	EBNA-1 inhibitor	Efflux pump inh	TPT1 inh	PREPL inhibitor	PP1 counter	ZTA counter	CTSL1 counter	HCV core dimer
Oc1ccc(C(=C(Cl)Cl)c2ccc(O)cc2)cc1	4.6	0.8	0.7	0.2	-7.9	3.2	0.0	0.4	0.5
C=CCn1c(O)c(C(=O)CCCCCC)c(=O)[nH]c1=O	0.6	-9.6	0.1	8.0	13.9	1.1	-3.6	2.8	-3.3
COC(=O)C1=C(c2ccc(F)cc2OCc2ccccc2)C[C@@H]2CC[C@H]1N2C(=O)NCCCc1ccccc1	1.5	nt	0.1	nt	24.6	10.9	4.2	nt	nt
O=C(Nc1cccc2ccccc12)c1nn(C23CC4CC(CC(C4)C2)C3)cc1Br	2.2	2.2	-0.1	-0.1	-14.6	3.1	-4.8	-1.8	26.6
COc1ccc(CNCCc2c[nH]c3ccccc23)c(OC)c1C	0.0	2.0	-0.2	-3.5	-12.6	0.2	12.3	3.0	3.3
O=c1[nH]c(=O)n(CCC2=CCCCC2)c(O)c1C=NCCCn1ccnc1	1.3	6.5	0.2	16.4	-4.8	1.1	10.9	-0.1	2.3
CCOc1c(P(=S)(N(C)C)N(C)C)c(C)nn1-c1ccccc1	0.3	-19.9	0.2	3.0	-4.2	2.7	-4.7	-6.5	2.0
CN(C)C(=O)Oc1ccnc2cc(Cl)ccc12	-0.3	-4.2	-0.1	-1.4	-2.8	-3.8	-1.0	1.1	1.5
COC1=CCC2([N+](=O)[O-])CN(C)CC1([N+](=O)[O-])C2 (centres undefined)	1.7	0.2	0.0	-1.0	-3.3	-1.9	-0.2	-2.2	-7.1
CCCn1nc2ccccc2c1P(=O)(N1CCOCC1)N1CCOCC1	1.2	-0.1	-0.6	-3.2	4.3	-5.3	-4.5	-1.1	4.2
CN1CCC(O)(c2ccc(Cl)cc2)C(C(=O)c2ccc(Cl)cc2)C1 (centres undefined)	3.2	-17.4	0.2	1.6	-21.5	-0.8	-18.0	4.7	-10.2
O=C(NC(=O)c1c(F)cccc1F)Nc1cc(Cl)c(F)c(Cl)c1F	2.2	-1.4	0.1	-0.6	-0.9	-3.1	6.7	-8.2	6.7
COC(=O)C1=C(c2ccc(-c3ccccc3)c(F)c2)C[C@@H]2CC[C@H]1N2C(=O)NCCOc1ccc(OC)cc1	1.4	nt	0.1	nt	-18.9	4.0	12.4	nt	nt
Cc1ccsc1C(=O)C1CCCN(Cc2cn(C)nc2C)C1 (centres undefined)	0.0	4.1	0.0	-0.4	1.0	-3.0	-9.5	0.2	10.2
CCC(C)N1CCN(C(=O)COc2ccc3ccccc3c2)CC1 (centres undefined)	0.3	-11.6	0.0	-2.7	23.2	1.7	2.9	0.2	-0.9
O=[N+]([O-])c1ccc(N2CCCC2)c2ccncc12	2.8	-7.1	0.0	16.2	20.2	3.8	-7.2	1.2	-12.2
CCCCn1c(O)c(C=Nc2c(C)n(C)n(-c3ccccc3)c2=O)c(=O)[nH]c1=O	1.5	-11.1	0.0	-1.9	1.6	1.4	18.5	2.4	-3.4
CC(=O)Nc1ccc(OC(=O)c2ccccc2N)cc1	0.7	8.3	0.0	-3.0	4.8	-1.8	7.5	0.3	-4.2
COc1ccc(CC(=O)N2C[C@H]3C[C@@H](C2)c2cccc(=O)n2C3)cc1	3.6	-21.1	0.0	-6.5	-3.9	-2.3	-0.9	-3.7	0.9
CCOC(=O)c1cc(C(O)(C(=O)OC)C(F)(F)F)c(/N=C/N(C)C)o1 (centres undefined)	-0.7	0.2	0.0	-5.1	9.1	-4.9	10.9	4.2	-5.7
CCN(C(=O)COC(=O)c1cn(C)c2ccccc12)c1ccc(F)cc1	-1.4	nt	-0.1	nt	-6.5	0.7	10.2	nt	nt
COC(=O)c1c(N)n(Cc2ccc(OC)cc2)c2nc3ccccc3nc12	1.9	0.1	0.1	-2.0	12.3	0.9	7.3	4.7	13.3
Cc1cccc(-n2c(-c3ccco3)nc3ccccc3c2=O)n1	0.0	-1.6	0.3	-7.1	5.2	-1.9	1.6	1.8	-4.7
O=C1NC(=S)NC(=O)C1C/C=C/c1ccccc1	4.3	-4.1	0.1	0.1	-2.0	3.1	-9.9	-2.0	9.5
Cc1nn(Cc2ccccc2)c(C)c1C=C1C(=O)NC(=O)NC1=O	3.0	-4.7	0.3	1.1	-11.0	-0.1	-9.4	-2.4	-12.3
O=c1[nH]c(=O)n(-c2ccccc2F)c(O)c1C=NCCC1=CCCCC1	-2.1	10.8	-0.1	5.8	6.9	2.5	11.6	2.5	2.6
CCN1CCC(NCC2CCCCC2)CC1	-4.0	-1.1	-0.1	-0.2	-2.6	-5.4	-11.9	2.0	-8.6
CCCNC(=O)c1c(N)n(Cc2ccco2)c2nc3ccccc3nc12	3.8	8.4	0.0	15.4	15.9	2.2	10.9	7.0	-6.3
COP(=O)(OC)C(NS(=O)(=O)c1ccccc1)C(Cl)(Cl)Cl (centres undefined)	-0.6	-5.6	0.1	2.4	7.1	-2.6	-0.8	-1.9	-0.1
CCC(=Nc1ccc(OC)cc1OC)c1c(O)[nH]c(=O)[nH]c1=O	-0.7	-3.8	-0.1	4.5	24.4	-0.8	8.0	7.7	4.2

Exported with two lines to a compound: three of the compounds above
The line under a structure holds: PP5 inh | EBNA-1 inhibitor | Efflux pump inh | TPT1 inh | PREPL inhibitor | PP1 counter | ZTA counter | CTSL1 counter | HCV core dimer
> O=c1[nH]c(=O)n(-c2ccccc2F)c(O)c1C=NCCC1=CCCCC1
    -2.1 | 10.8 | -0.1 | 5.8 | 6.9 | 2.5 | 11.6 | 2.5 | 2.6
> CC(=O)Nc1ccc(OC(=O)c2ccccc2N)cc1
    0.7 | 8.3 | 0.0 | -3.0 | 4.8 | -1.8 | 7.5 | 0.3 | -4.2
> Cc1cccc(-n2c(-c3ccco3)nc3ccccc3c2=O)n1
    0.0 | -1.6 | 0.3 | -7.1 | 5.2 | -1.9 | 1.6 | 1.8 | -4.7

Further compounds.
SMILES	PP5 inh	EBNA-1 inhibitor	Efflux pump inh	TPT1 inh	PREPL inhibitor	PP1 counter	ZTA counter	CTSL1 counter	HCV core dimer
Cc1ccc(OCCOc2cccc(C=C3C(=O)NC(=O)NC3=O)c2)c(C)c1	1.6	-3.2	-0.1	-0.8	13.3	-1.8	-16.8	3.0	15.0
COc1ccc(N2CCN(Cc3nc4ccccc4[nH]3)CC2)cc1	1.7	-8.6	0.1	0.5	13.6	0.4	-13.6	17.3*	-14.7
O=[N+]([O-])c1ccc(Cl)c([N+](=O)[O-])c1	3.0	9.6	0.3	-2.1	-0.1	-2.0	-13.5	-7.9	12.7
COc1cccc(CNCCc2cccc(F)c2)c1OC	0.1	-0.3	0.0	-2.8	-5.9	-2.7	-1.9	-0.6	-4.8
O=P(O)(Oc1ccccc1)OC(c1ccccc1)C(F)(F)F (centres undefined)	2.6	-19.9	0.2	1.3	-1.0	5.3	-8.2	-2.2	-0.8
Cc1cccc(OP(N)(=O)Oc2cccc(C)c2)c1	-1.2	-1.8	0.2	-1.1	2.7	-1.7	-4.7	3.1	-1.0
CCOc1cc2c(cc1OCC)-n1cccc1C(c1ccccc1O)NC2 (centres undefined)	1.6	-7.9	-0.1	-1.7	-12.6	-1.7	19.0	8.0	-3.6
COC(=O)C(=O)N1CC2(C)CNCC(C)(C1)C2=O	1.1	-2.1	-0.1	1.0	-1.1	-3.5	-7.7	-2.9	-1.3
C=CCn1c(O)c(C=Nc2ccc(F)cc2)c(=O)[nH]c1=O	-0.8	1.8	0.1	-2.7	-11.5	0.9	-2.4	2.8	-8.6
COc1ccc(OCC(=O)N2CCN(CC3CC4C=CC3C4)CC2)cc1 (centres undefined)	0.1	8.8	0.1	-6.6	13.8	0.9	8.1	0.6	-0.5
C=Cn1ccnc1P(O)(=S)c1nc(C)c(CCOC(C)=O)s1 (centres undefined)	-1.4	-5.9	-0.1	-2.1	1.3	-0.9	4.0	5.5	3.1
Cc1ccc(NS(=O)(=O)c2ccc(OCC(=O)N3CCN(C)CC3)cc2)cc1	1.7	-5.6	0.1	1.7	-1.1	2.4	0.9	-1.3	-0.8
c1ccc(CN2CCNCC2)nc1	1.2	-3.8	-0.1	-1.5	-1.3	0.1	-9.2	-1.4	-6.2
O=C(c1ccc(F)cc1)C(Cc1ccccc1)N1CCCCC1 (centres undefined)	-3.9	-9.1	0.2	3.9	6.1	-5.0	11.7	1.9	0.3
CCc1ccc(NP(=O)(Oc2ccccc2F)Oc2ccccc2F)cc1	1.4	-4.6	0.7	-0.9	-3.5	4.1	-5.3	-0.6	2.8
COC(=O)C1=C(c2ccccc2OCc2ccccc2)C[C@@H]2CC[C@H]1N2C(=O)NCc1ccc(Br)cc1	3.8	nt	0.0	nt	8.9	13.6	8.3	nt	nt
CC12CCC3C(CCC4C/C(=N/O)CCC43C)C1CCC2O (centres undefined)	2.6	-8.1	-0.1	-3.4	4.6	-2.0	-10.0	0.9	-5.3
CN[C@H](C)[C@H](O)c1ccccc1	-1.6	-7.5	0.2	-0.5	22.5	-4.1	-5.3	-0.5	-6.4
O=C(NCC(c1cccnc1)N1CCOCC1)Oc1ccccc1 (centres undefined)	2.9	-3.3	-0.1	-3.2	12.2	4.8	-13.9	2.2	-3.7
CCCCCn1c(=O)c(C(=O)Nc2ccccc2Cl)c(O)c2ccccc21	-0.7	4.6	-0.1	-1.8	15.7	1.6	-3.1	-1.6	-6.1
NCCc1c[nH]c2ccc(C(N)=O)cc12	-1.5	-11.3	-0.1	-1.9	20.9	1.9	-6.3	-4.0	-3.8
CC(=NCCO)c1c(O)n(C)c(=O)n(C)c1=O	-1.1	1.1	0.0	-2.3	2.8	-4.4	13.0	-0.1	-5.7
ClCC(Br)CBr (centres undefined)	1.8	nt	0.0	nt	13.5	-2.7	8.2	nt	nt
CC(=O)Nc1nnc(CCN(CCc2nnc(NC(C)=O)s2)[N+](=O)[O-])s1	3.0	-0.9	0.2	-0.5	-1.1	1.4	9.4	-0.1	4.6
O=C(Cn1cc(C(=O)c2ccccc2F)c2ccccc21)NCc1ccco1	4.6	16.4	0.2	4.0	-13.4	-7.8	4.3	-2.9	2.4
O=[N+]([O-])c1cc2c(cc1CNCCc1ccc3c(c1)OCO3)OCO2	-2.8	-4.9	0.1	32.0*	-20.1	-0.3	1.8	-1.3	-0.8
CC12CN3CC(C)(CN(C1)P3(=O)Oc1ccccc1)C2=O (centres undefined)	-0.4	3.8	0.0	0.0	2.2	2.5	3.0	1.6	-3.5
Nc1cc(N2CCNCC2)ccc1[N+](=O)[O-]	1.3	-3.9	0.0	18.7	0.6	-2.6	2.2	-0.2	-0.2
O=P(NS(=O)(=O)c1ccc(Cl)cc1)(Oc1ccccc1)Oc1ccccc1	2.0	0.9	-0.1	0.0	0.6	2.8	-5.2	5.2	5.5
COCCNC(=O)Cn1cc(/C=C2\C(=O)NC(=O)N(c3ccccc3F)C2=O)c2ccccc21	0.8	9.5	-0.1	26.5*	0.1	-0.1	10.2	2.2	1.7
Cc1cc(N2C(=O)CC(N3CCC(n4c(=O)[nH]c5ccccc54)CC3)C2=O)no1 (centres undefined)	-8.1	2.0	-0.1	-2.8	7.8	1.2	5.1	6.2	-5.1
O=C(c1cccs1)C1CN2CCC1CC2 (centres undefined)	-0.4	1.3	-0.1	-3.1	36.6	-1.2	-4.4	-0.4	-3.3
Cc1ccc(C)c(NP(=O)(Oc2ccccc2)Oc2ccccc2)c1	4.5	-13.6	0.1	-2.4	-10.1	-2.6	13.4	-4.5	7.8
Clc1ccc(COC(Cn2ccnc2)c2ccc(Cl)cc2Cl)c(Cl)c1 (centres undefined)	2.0	5.9	-0.2&0.1	1.7	9.6&6.5	22.8*	0.3	7.2	13.8

Compound activity (PubChem)
